# Screening results: PubChem, National Center for Advancing Translational Sciences (NCATS)
# G9a inh: qHTS Assay for Inhibitors of Histone Lysine Methyltransferase G9a; Histone-lysine N-methyltransferase EHMT2 (Homo sapiens), Q96KQ7; G9a H3K9 monomethylation, AlphaScreen, 2 h; Potency, µM (series often up to 102 µM), for inactives: top-dose activity, negative = inhibition, hits mostly inhibitors; hit rate 8.8% among 350,000; AID 504332, 2011; further: on the % scale 0 is the no-effect control and ±100 the full control effect; nearly all actives have a fitted effect of over 75% in size
#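 Enzyme 20 nM + cpd, 15 min RT; add b-H3K9 pep 500 nM / SAM 20 uM; 2 h RT; anti-H3K9me1 Ab 0.5 ug/mL + SA donor / anti-rabbit acceptor beads 20 ug/mL each, 10 min; AlphaScreen read.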
# Pol beta inh: qHTS Assay for Inhibitors of DNA Polymerase Beta. Pol beta primer extension/strand displacement, fluorescence kinetic. AID 485314, 2010. Potency, µM (titrated, usually from 114 µM), inactives show top-dose activity change, negative = inhibition, usual class: inhibitors. hit rate 1.3% among 340,000. P06746; further: on the % scale 0 is the no-effect control and ±100 the full control effect
#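 Reaction started by 50 nM substrate onto compound-treated Pol beta (10 nM, 15 min preincubation, room temperature); plates read at 0 min and 10 min. Normalized concentration-effect data fitted by four-parameter Hill equation.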
# Pol eta inh: qHTS for Inhibitors of Polymerase Eta. recombinant Pol eta, fluorescent DNA replication assay. Potency, µM (titrated, usually from 114 µM), for inactives: top-dose activity change, negative = inhibition, actives largely listed as inhibitors. hit rate 1.2% among 390,000; further: on the % scale 0 is the no-effect control and ±100 the full control effect
#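 Pol eta (10 nM) was preincubated with compounds for 15 min at room temperature, after which fluorescent replication substrate (50 nM final) was added to start the reaction. Fluorescence was read kinetically at 0 and 10 min.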
# Apoferritin bind: qHTS Assay for Identification of Novel General Anesthetics; Ferritin light chain (Equus caballus), P02791; apoferritin/1-aminoanthracene competitive binding, fluorescence; Potency, µM (doses to about 77.5 µM), for the others: top-dose activity change, negative = displacement, actives largely listed as inhibitors; hit rate 0.074% among 350,000; further: on the % scale 0 is the no-effect control and ±100 the full control effect; nearly all actives have a fitted effect of over 20% in size
#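 Concentration-response curves derived by four-parameter Hill fitting of normalized fluorescence, where compounds displaced 1-AMA from 10 uM horse apoferritin following a brief 10 min room-temperature incubation; propofol titration acted as positive control.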
# BAZ2B inh: qHTS Assay for Inhibitors of BAZ2B; AlphaScreen BAZ2B-H3K14Ac peptide displacement; Potency, µM (top dose mostly 114 µM), inactives show at the top dose activity change, negative = inhibition, hits mostly inhibitors; hit rate 4.4% among 360,000; AID 504333, 2011; further: on the % scale 0 is the no-effect control and ±100 the full control effect; nearly all actives have a fitted effect of over 60% in size
#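 In this displacement format the biotinylated H3(5-23) peptide acetylated at Lys14 serves as ligand at 50 nM, with BAZ2B at 50 nM in PBS pH 7.4 containing 0.01% Tween-20. Donor and acceptor beads are 10 ug/mL final.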
# BLM helicase inh: qHTS Assay for Inhibitors of Bloom's syndrome helicase (BLM); RecQ-like DNA helicase BLM (Homo sapiens), P54132; recombinant BLM DNA unwinding, fluorescence dequenching; Potency, µM (top dose mostly 56.1 µM), for the others: at the top dose activity change, negative = inhibition, most hits filed as inhibitors; hit rate 0.2% among 350,000; AID 2528, 2010;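 further: plate controls were vehicle for no effect and no enzyme for full effect; nearly all actives have a fitted effect of over 35% in size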
# POLK inh: qHTS for Inhibitors of Polymerase Kappa. hit rate 0.53% among 400,000. Potency, µM (titrated, usually from 107 µM), without a hit: top-dose activity, negative = inhibition, actives largely listed as inhibitors. purified Pol kappa, fluorescent DNA synthesis assay, 10 min; further: on the % scale 0 is the no-effect control and ±100 the full control effect
#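 First, compounds were pin-transferred onto 10 nM Pol kappa. After 15 min at room temperature, substrate was added to 50 nM final. Fluorescence was then measured kinetically at 0 and 10 min.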
# POLI inh: qHTS for Inhibitors of Polymerase Iota | hit rate 1% among 390,000 | DNA polymerase iota (Homo sapiens), Q9UNA4 | AID 588590, 2011 | Potency, µM (highest dose often 115 µM), inactives show top-dose activity, negative = inhibition, actives largely listed as inhibitors | Pol iota fluorescent replication assay, 10 min
# Target sequence (Q9UNA4 whole entry, looked up): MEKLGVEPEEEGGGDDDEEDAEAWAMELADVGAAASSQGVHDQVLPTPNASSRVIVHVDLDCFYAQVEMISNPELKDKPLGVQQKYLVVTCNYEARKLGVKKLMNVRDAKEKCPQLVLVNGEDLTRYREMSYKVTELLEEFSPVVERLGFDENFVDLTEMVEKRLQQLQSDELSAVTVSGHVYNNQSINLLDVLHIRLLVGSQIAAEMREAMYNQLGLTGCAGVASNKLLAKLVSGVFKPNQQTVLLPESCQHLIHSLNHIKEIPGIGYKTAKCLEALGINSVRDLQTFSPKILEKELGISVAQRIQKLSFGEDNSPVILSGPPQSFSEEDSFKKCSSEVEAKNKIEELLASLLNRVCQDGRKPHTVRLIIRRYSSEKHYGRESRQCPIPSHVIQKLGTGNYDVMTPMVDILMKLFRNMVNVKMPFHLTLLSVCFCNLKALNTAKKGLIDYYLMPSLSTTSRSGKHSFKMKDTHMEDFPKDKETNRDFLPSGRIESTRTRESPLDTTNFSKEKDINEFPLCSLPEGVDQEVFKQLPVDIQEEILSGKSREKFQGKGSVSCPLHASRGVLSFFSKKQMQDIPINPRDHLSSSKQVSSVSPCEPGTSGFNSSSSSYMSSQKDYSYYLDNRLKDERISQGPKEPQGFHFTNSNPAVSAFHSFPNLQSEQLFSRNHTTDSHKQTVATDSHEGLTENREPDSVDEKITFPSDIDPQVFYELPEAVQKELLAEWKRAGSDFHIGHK
#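 Fluorescent replication assay read twice, at 0 min and 10 min after adding 50 nM (final) substrate. Enzyme (10 nM) and compounds were first incubated 15 min at room temperature; enzyme-free buffer wells were negative controls.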
# APE1 inh: qHTS Assay for Inhibitors of the Human Apurinic/apyrimidinic Endonuclease 1 (APE1) | DNA repair nuclease/redox regulator APEX1 (Homo sapiens), P27695 | recombinant APE1, TAMRA/BHQ-2 abasic DNA cleavage fluorescence | Potency, µM (series often up to 65.8 µM), without a hit: at the top dose activity change, negative = inhibition, usual class: inhibitors | hit rate 0.35% among 350,000;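 further: plate controls were vehicle for no effect and reference inhibitor for full effect; nearly all actives have a fitted effect of over 55% in size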
# Target sequence (P27695 whole entry, looked up): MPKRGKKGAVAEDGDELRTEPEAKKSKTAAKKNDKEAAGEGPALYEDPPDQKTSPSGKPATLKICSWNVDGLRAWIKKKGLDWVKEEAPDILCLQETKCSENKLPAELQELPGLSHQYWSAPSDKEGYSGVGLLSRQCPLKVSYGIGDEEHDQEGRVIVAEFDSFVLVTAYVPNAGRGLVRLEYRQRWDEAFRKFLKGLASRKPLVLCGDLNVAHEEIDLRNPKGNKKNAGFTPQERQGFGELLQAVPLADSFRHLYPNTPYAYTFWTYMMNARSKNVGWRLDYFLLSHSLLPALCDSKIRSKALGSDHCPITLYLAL
#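 Step 1: APE1 (0.75 nM) with compound, 15 min RT. Step 2: add 50 nM fluorophore/quencher THF duplex. Step 3: three fluorescence reads 60 s apart (525/598 nm); read 3 minus read 1 = reaction progress.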
# * marks the source's active call; other numbers are inactive results; ? = inconclusive; / = no result given; [ ] = remark or other dose. The call rests on the fitted dose curve; in most records, active means well fitted curve in the direction sought with a large enough effect; inconclusive means small, poorly fitted or top-dose-only effect, or another doubt; inactive means no such curve, though single readings can be large; an effect the other way counts as inactive or inconclusive. Potency means the concentration at half of the fitted maximal effect.
Structure | BAZ2B inh | Pol beta inh | BLM helicase inh | G9a inh | APE1 inh | Pol eta inh | POLK inh | Apoferritin bind | POLI inh
CN1CCN(C(CNC(=O)C(=O)Nc2ccccc2C#N)c2ccc3c(c2)OCO3)CC1 (configuration not stated) | 4% | 28% | 1% | 3%[59 µM] | / | -15% | -3%[60.1 µM] | -6% | 8%
O=S(=O)(Nc1ccccc1O)c1ccc(Cl)nc1 | -6% | -12% | 2% | ? | 3% | -23% | 1% | -14% | 15%
COC(=O)N1CCN(c2ccc(Cl)c(Cl)c2)CC1 | -1% | -1% | -12% | 6%[59 µM] | -2% | -3% | 1% | 5% | 10%
CC(C)N1CCC(NC(=O)Nc2ccc3c(c2)OCO3)CC1 | -16% | 2% | 5% | / | 3% | -24% | -3% | -6% | 49%[activator]
CCOc1ccc(Cl)cc1/C=N/NC(N)=O | 8% | -2% | -4% | 15% | 0% | -20% | 1% | -1% | 8%
Cc1nc2ccccc2c2oc(C(=O)NCc3ccccn3)cc12 | 2% | -24% | -2% | 2%[12.7 µM] | -9% | -10% | -5% | 1% | 23%
O=C(/C=C/c1ccc2c(c1)OCO2)NCc1cn2cc(Cl)ccc2n1 | -14% | -5% | -5% | 41%[activator] | 16% | -10% | -17% | -14% | 74%[activator]
Cc1ccc(NC(=O)CCNS(=O)(=O)c2cccc3nsnc23)cc1F | 2% | 12% | -4% | 21% | 32% | -6% | -7% | -11% | 24%
N#CCCN(Cc1cccs1)C(=O)Nc1ccc(F)cc1 | -2% | 10% | -3% | 9%[59 µM] | -2% | -10% | -15% | 1% | -10%
COc1ccc(S(=O)(=O)N2CCN(CC(=O)NCCc3cccs3)CC2)cc1 | 9% | / | / | ? | 42%[activator] | -15% | 11% | / | 4%
C=C(C)CC1N(c2cccc(OC)c2)C(=O)[C@@H]2C(C(=O)O)[C@H]3C=C[C@@]12O3 (some centres not stated) | 12% | 11% | 3% | 12% | 2% | -6% | -2% | -5% | 6%
COc1ccc(NC(=S)N(CCCN2CCCC2)Cc2cccn2Cc2ccc(Cl)cc2)cc1Cl | 28µM* | -12% | -3% | 28µM* | -1% | -23% | 8% | 5% | 32%

# (continued)
Structure | BAZ2B inh | Pol beta inh | BLM helicase inh | G9a inh | APE1 inh | Pol eta inh | POLK inh | Apoferritin bind | POLI inh
CCC(=O)Nc1ccc(NC(=S)NC(=O)/C=C/c2ccccc2)cc1 | ? | 10µM* | ? | ? | 23% | ? | -27% | -5% | ?
O=C(NCc1ccco1)/C(=C\c1ccco1)NC(=O)c1ccc(Br)o1 | -29% | ? | 4% | -12%[12.7 µM] | -3% | -5% | -1% | -13% | 117%[activator]
Cc1ccc(OC(=O)CN2C(=O)c3ccccc3C2=O)cc1C | 16% | -10% | -3% | 21% | 7% | ? | -2% | ? | 33%[activator]
Cc1cc(NC(=O)c2nn3cccnc3c2Cl)no1 | 9% | 1% | -8% | -8%[59 µM] | 6% | -20% | -3% | 4% | 11%
Cc1cccc(OCc2nnc(NC(=O)c3cccs3)s2)c1 | -2% | 8% | -1% | 7% | 2% | -5% | -4% | -4% | -9%
COc1ccc(C(C(=O)NC2CCCCC2)N(C(=O)CCl)c2ccc(C)cc2)cc1 (configuration not stated) | 7% | 1% | -3% | 3% | 3% | 5% | -5% | -6% | 17%
O=C(CSCc1ccccc1)Nc1ccc(S(=O)(=O)N2CCOCC2)cc1 | -2% | 12% | -1% | 38%[12.7 µM] | -6% | 1% | -3% | ? | 6%
CCc1ccc(NC(=O)Cn2cc([N+](=O)[O-])nc2C)cc1 | 10% | 14% | 0% | 38% | 24% | -5% | -9% | -2% | 4%
Cc1ccc(S(=O)(=O)NNC(=O)c2cnn(-c3ccccc3)c2C(F)(F)F)cc1 | -2% | -17% | -9% | 30%[59 µM] | -5% | -17% | 5% | -4% | 13%
COc1ccc2[nH]cc(CCNc3cc(-c4ccc(C(=O)N(C)C)cc4)ncn3)c2c1 | / | / | 2% | 0%[0.501 µM] | 7% | / | -2%[60.1 µM] | / | /
COc1cc(-c2nc(-c3ccc4c(c3)-c3ccccc3S4(=O)=O)c(-c3ccccc3)[nH]2)cc(OC)c1O | ? | 11% | -12% | ? | 11% | -16% | -19% | ? | 1%
C=CCOc1cccc(C2C(C(=O)c3ccco3)=C(O)C(=O)N2CCN(CC)CC)c1 (configuration not stated) | -7% | 9% | 1% | ? | 10% | 13% | -6% | -17% | 3%

# Rewritten with two lines to a compound: 13 of the compounds above
# Second line of a record – BAZ2B inh	Pol beta inh	BLM helicase inh	G9a inh	APE1 inh	Pol eta inh	POLK inh	Apoferritin bind	POLI inh
- COc1ccc(NC(=S)N(CCCN2CCCC2)Cc2cccn2Cc2ccc(Cl)cc2)cc1Cl
  28µM*	-12%	-3%	28µM*	-1%	-23%	8%	5%	32%
- CCC(=O)Nc1ccc(NC(=S)NC(=O)/C=C/c2ccccc2)cc1
  ?	10µM*	?	?	23%	?	-27%	-5%	?
- O=C(NCc1ccco1)/C(=C\c1ccco1)NC(=O)c1ccc(Br)o1
  -29%	?	4%	-12%[12.7 µM]	-3%	-5%	-1%	-13%	117%[activator]
- Cc1ccc(OC(=O)CN2C(=O)c3ccccc3C2=O)cc1C
  16%	-10%	-3%	21%	7%	?	-2%	?	33%[activator]
- Cc1cc(NC(=O)c2nn3cccnc3c2Cl)no1
  9%	1%	-8%	-8%[59 µM]	6%	-20%	-3%	4%	11%
- Cc1cccc(OCc2nnc(NC(=O)c3cccs3)s2)c1
  -2%	8%	-1%	7%	2%	-5%	-4%	-4%	-9%
- COc1ccc(C(C(=O)NC2CCCCC2)N(C(=O)CCl)c2ccc(C)cc2)cc1 (configuration not stated)
  7%	1%	-3%	3%	3%	5%	-5%	-6%	17%
- O=C(CSCc1ccccc1)Nc1ccc(S(=O)(=O)N2CCOCC2)cc1
  -2%	12%	-1%	38%[12.7 µM]	-6%	1%	-3%	?	6%
- CCc1ccc(NC(=O)Cn2cc([N+](=O)[O-])nc2C)cc1
  10%	14%	0%	38%	24%	-5%	-9%	-2%	4%
- Cc1ccc(S(=O)(=O)NNC(=O)c2cnn(-c3ccccc3)c2C(F)(F)F)cc1
  -2%	-17%	-9%	30%[59 µM]	-5%	-17%	5%	-4%	13%
- COc1ccc2[nH]cc(CCNc3cc(-c4ccc(C(=O)N(C)C)cc4)ncn3)c2c1
  /	/	2%	0%[0.501 µM]	7%	/	-2%[60.1 µM]	/	/
- COc1cc(-c2nc(-c3ccc4c(c3)-c3ccccc3S4(=O)=O)c(-c3ccccc3)[nH]2)cc(OC)c1O
  ?	11%	-12%	?	11%	-16%	-19%	?	1%
- C=CCOc1cccc(C2C(C(=O)c3ccco3)=C(O)C(=O)N2CCN(CC)CC)c1 (configuration not stated)
  -7%	9%	1%	?	10%	13%	-6%	-17%	3%

# The list goes on.
Structure | BAZ2B inh | Pol beta inh | BLM helicase inh | G9a inh | APE1 inh | Pol eta inh | POLK inh | Apoferritin bind | POLI inh
CCN(CC)S(=O)(=O)c1cccc(C(=O)N[C@H](C(=O)Nc2nc3ccccc3s2)C(C)C)c1 | 9% | -5% | 5% | 3% | -5% | -23% | -12% | 3% | 159%[activator]
O=C(NNC1=NCCC1)c1ccc(Br)cc1 | -1% | 4% | -1% | -4% | 2% | -6% | -11% | -8% | 0%
O=C1CC/C=C\C[C@@H](CC(=O)N(CCO)Cc2ccccc2)C(=O)N[C@H](Cc2c[nH]c3ccccc23)CO1 | / | / | / | / | -19% | 3% | -4% | / | 3%
CCOCc1cc(CN2CCCC(CNC(=O)c3ccco3)C2)ccc1OC (configuration not stated) | -4% | 18% | 1% | 48%[activator] | 59%[activator] | -10% | 5% | -8% | 50%[activator]
Cc1c(NC(=O)c2ccc(Br)o2)c(=O)n(-c2ccccc2)n1C | 3% | -2% | -2% | -38%[59 µM] | 2% | 1% | -2% | 12% | 21%
C#CCOCCOCCOCCNc1nc(N2CCN(C(=O)CCCCCCCCCCNC(=O)Cn3cc(CCCCCN)nn3)CC2)nc(N2CCN(C(=O)CCCCCCCCCCNC(=O)[C@H]([C@@H](C)CC)n3cc(CCCCN=C(N)N)nn3)CC2)n1 | 56µM* | / | / | 4%[2.33 µM] | ? | 79µM* | 19% | / | ?
C/C(CC(C)C)=N\NC(=O)Nc1ccccc1 | 15% | -2% | 1% | 18%[59 µM] | 2% | -5% | -14% | -7% | 30%
O=C(NCc1cn(-c2ccccc2)nc1-c1ccc(F)cc1)c1cccc([N+](=O)[O-])c1 | -34% | -11% | -5% | -44%[59 µM] | 1% | -9% | -13% | -5% | 37%[activator]
COc1ccc(CNC(=O)CCc2nc3cc(S(=O)(=O)N(C)C)ccc3n2C)cc1OC | -1% | 6% | 5% | -11%[0.0925 µM] | -2% | -5% | -16% | -7% | 122%[activator]
CC(C)(C)c1ccc(OC(=O)c2ccc(-n3cncn3)nc2)cc1 | 0% | 1% | 0% | ? | -7% | / | / | -7% | /
O=C(NCc1ccco1)c1cccc(Br)c1 | ? | 0% | 0% | -7%[0.501 µM] | 15% | -10% | -6% | -17% | 20%
Cc1ccc(NC(=O)Nc2cccc([N+](=O)[O-])c2)nc1 | -1% | 0% | -6% | -7% | -2% | -16% | -1% | -4% | 129%[activator]
O=[N+]([O-])c1ccccc1S(=O)(=O)N(CC1CO1)c1ccccc1 (configuration not stated) | -4% | 1% | -16% | -14% | -6% | -18% | 5% | -4% | -7%
Cc1ccc(Cn2cnc3c(nnn3Cc3ccc(Cl)cc3)c2=O)cc1 | 3% | 16% | 2% | 0% | 2% | -10% | -3% | -16% | -7%

# Some of the compounds tested. The share of hits here may be higher or lower than overall.
